# Screens (PubChem BioAssay)
# BoNT A protease – BoNT/A light chain protease inhibitors, primary screen, biochemical, flow cytometry, MLPCN library. Botulinum neurotoxin type A light chain protease (Clostridium botulinum A str. ATCC 3502). multiplex microsphere protease substrate cleavage. inhibition, % at 10 µM. actives 0.17% (n = 360,000); note: plate controls were buffer without enzyme for full effect and enzyme alone for no effect
# Mtb FBA inh – Mtb FBA enzyme inhibitors, primary screen, biochemical, fluorescence, strain H37Rv; Fructose-bisphosphate aldolase (Mycobacterium tuberculosis (strain ATCC 25618 / H37Rv)), …; purified M. tuberculosis FBA, fluorescence read-out; inhibition, % at 1 µM; actives 2.3% (n = 360,000); in the data active = inhibition above about 27%;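 note: 0% = vehicle and 100% = reference inhibitor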
# Target sequence (P9WQA3 whole entry, looked up): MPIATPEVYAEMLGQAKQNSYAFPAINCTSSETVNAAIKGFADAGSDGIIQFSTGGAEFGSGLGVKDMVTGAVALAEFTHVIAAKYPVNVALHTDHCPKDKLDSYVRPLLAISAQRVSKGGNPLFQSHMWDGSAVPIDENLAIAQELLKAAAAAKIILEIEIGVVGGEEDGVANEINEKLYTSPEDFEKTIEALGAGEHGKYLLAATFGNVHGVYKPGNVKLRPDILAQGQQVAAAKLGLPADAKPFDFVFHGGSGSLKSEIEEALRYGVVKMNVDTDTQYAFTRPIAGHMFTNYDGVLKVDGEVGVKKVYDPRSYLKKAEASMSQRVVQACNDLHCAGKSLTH
# UGM FP inh – M. tuberculosis UGM enzyme inhibitors, primary screen, biochemical, fluorescence polarization, single point; purified UGM, fluorescence polarization probe displacement; actives 0.06% (n = 320,000); inhibition, % at 10 µM; AID 504406, 2011; UDP-galactopyranose mutase (Mycobacterium tuberculosis (strain ATCC 25618 / H37Rv)), …; in the data active = inhibition above about 10%, passing the limit was not always enough; inconclusive = no clear call, values can overlap the other calls
# Target sequence (P9WIQ1 whole entry, looked up): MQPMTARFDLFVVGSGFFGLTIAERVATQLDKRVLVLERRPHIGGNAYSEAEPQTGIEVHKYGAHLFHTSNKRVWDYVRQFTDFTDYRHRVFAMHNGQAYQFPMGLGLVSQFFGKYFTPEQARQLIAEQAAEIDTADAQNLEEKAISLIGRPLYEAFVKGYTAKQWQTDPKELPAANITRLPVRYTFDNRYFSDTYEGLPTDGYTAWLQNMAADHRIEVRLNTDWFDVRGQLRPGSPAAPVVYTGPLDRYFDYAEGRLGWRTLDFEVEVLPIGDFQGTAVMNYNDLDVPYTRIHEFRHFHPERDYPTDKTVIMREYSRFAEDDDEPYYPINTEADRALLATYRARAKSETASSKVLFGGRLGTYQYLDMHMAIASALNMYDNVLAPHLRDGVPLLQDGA
# GDH-TPI counter – GDH-TPI coupling enzyme inhibitors, primary screen, artefact control for M. tuberculosis FBA inhibitor project, biochemical, absorbance, full deck. GDH-TPI coupled enzyme counterscreen, NADH absorbance. inhibition, % at 4.8 µM. actives 1.2% (n = 360,000); in the data active = inhibition above about 30%;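 note: 0% = DMSO wells and 100% = wells lacking the enzyme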
# Mtb BioA inh – M. tuberculosis BioA enzyme inhibitors, primary screen, biochemical, plate reader, single point, HTS; 7,8-diaminopelargonic acid synthase BioA (Mycobacterium tuberculosis); purified M. tuberculosis BioA enzyme; AID 602481, 2012; inhibition, % at 9.99 µM; actives 0.096% (n = 360,000); in the data active = inhibition above about 40%; inconclusive = no clear call, values can overlap the other calls
# PfHsp40 rescue – rescue of yeast from PfHsp40 toxicity, primary screen, S. cerevisiae, ATP luminescence; S. cerevisiae expressing PfHsp40, growth rescue; growth rescue, % at 12.5 µM; actives 0.68% (n = 340,000); AID 504582, 2011; in the data active = growth rescue above about 28%, passing the limit was not always enough; inconclusive = no clear call, values can overlap the other calls;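 note: yeast W303a lacking pdr1 and pdr3 grown in galactose medium; growth measured after three days at 30 °C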
# BoNT-F LC inh – BoNT/F light chain protease inhibitors, primary screen, biochemical, flow cytometry, MLPCN library | Botulinum neurotoxin type F light chain protease (Clostridium botulinum) | Multiplex microsphere protease cleavage assay | inhibition, % at 10 µM | actives 0.22% (n = 360,000); in the data active = inhibition above about 35%, passing the limit was not always enough; inconclusive = no clear call, values can overlap the other calls; note: plate controls were buffer without enzyme for full effect and enzyme alone for no effect
# Anthrax LF inh2 – Bacillus anthracis LF protease inhibitors, primary screen, biochemical, multiplex microsphere, MLPCN library | Lethal factor (Bacillus anthracis), P15917 | multiplex microsphere protease cleavage assay | inhibition, % at 10 µM | actives 0.12% (n = 360,000) | AID 588501, 2011; note: plate controls were buffer without enzyme for full effect and enzyme alone for no effect
# FadD28 binding – inhibitors of FadD28 bisubstrate probe binding, primary screen, biochemical, fluorescence polarization, single point. Mycobacterium tuberculosis FadD28 fatty-acid-AMP ligase. inhibition, % at 12.5 µM. actives 0.22% (n = 360,000); in the data active = inhibition above about 8.5%, passing the limit was not always enough; inconclusive = no clear call, values can overlap the other calls
# Active calls of the source: *; ? = inconclusive; / = no result given. Cut-off read from the data, not from the text of the source, unless noted: active = inhibition above about 30%; inconclusive = no clear call, values can overlap the other calls; inactive = below that.
# The opening 3 compounds, to show the layout:
Molecule	BoNT A protease	Mtb FBA inh	UGM FP inh	GDH-TPI counter	Mtb BioA inh	PfHsp40 rescue	BoNT-F LC inh	Anthrax LF inh2	FadD28 binding
Cc1ccc(CNC(=O)C2CCC(=O)N2Cc2ccc(C)cc2)cc1 (configuration not stated)	1.5	-2	0.1	-12	0.3	0.1	-18	-6	-2.5
COc1ccc(Br)cc1/C=C\C(=O)NCc1cccnc1	1.0	6	1.2	10	/	-0.4	-3	-4	-1.7
CN(C)/C=C1\C(=O)N(C)N=C1C(F)(F)F	0.1	3	0.7	3	/	-0.7	-2	1	-0.4

# All compounds of this part (from the top)
Molecule	BoNT A protease	Mtb FBA inh	UGM FP inh	GDH-TPI counter	Mtb BioA inh	PfHsp40 rescue	BoNT-F LC inh	Anthrax LF inh2	FadD28 binding
Cc1ccc(CNC(=O)C2CCC(=O)N2Cc2ccc(C)cc2)cc1 (configuration not stated)	1.5	-2	0.1	-12	0.3	0.1	-18	-6	-2.5
COc1ccc(Br)cc1/C=C\C(=O)NCc1cccnc1	1.0	6	1.2	10	/	-0.4	-3	-4	-1.7
CN(C)/C=C1\C(=O)N(C)N=C1C(F)(F)F	0.1	3	0.7	3	/	-0.7	-2	1	-0.4
O=C(Nc1ccccc1Oc1cccnc1)C1CCCN(C/C=C/c2ccc(F)cc2)C1 (configuration not stated)	-1.6	-1	-1.4	-1	2.1	0.0	-2	-3	-4.5
CCN(CC)C(=O)C1CCCN(Cc2ccc(N(C)C)cc2)C1 (configuration not stated)	2.0	-1	-2.7	3	-0.1	0.7	?	?	-1.7
CSc1ccc(S(=O)(=O)NCC(=O)OCC(=O)NC2(C#N)CCCCC2)cc1[N+](=O)[O-]	-5.5	3	2.4	8	-0.6	0.4	-14	6	-0.9
CCCn1c2ccc(F)cc2c2nnc(NN)nc21	-0.8	-2	-0.5	5	/	14	7	0	-3.2
O=C(NC1CCCCCCC1)C1c2ccccc2C(=O)N1Cc1cccs1 (configuration not stated)	1.2	2	1.4	4	/	0.1	2	1	-1.7
Cc1ccccc1N1CCN(C2CCCN(C(=O)c3csc(C(C)C)n3)C2)CC1 (configuration not stated)	-1.1	3	-2.0	4	0.8	-1.4	-2	-1	-0.7
Cc1cc(NC(=O)CSc2nnc(NCc3ccco3)s2)no1	/	1	0.4	0	0.0	-0.3	/	/	-1.0
CN1C(=O)/C(=C\c2ccccc2F)Sc2ccc(C(=O)NC3CCN(Cc4ccccc4)CC3)cc21	-0.7	5	0.3	-10	-0.4	3.1	1	-4	-8.7
CN1C(=O)/C(=C/c2cccc(Cl)c2)Sc2ccc(C(=O)NCc3cccnc3)cc21	-1.3	-1	2.7	10	0.3	0.7	-3	-2	-0.1
O=C(CSc1n[nH]c(-c2cccs2)n1)N1CCOCC1	0.6	5	-0.2	9	-4.1	-0.4	2	-7	0.5
CC(NS(=O)(=O)c1ccc(Br)cc1)C(c1cccs1)N1CCOCC1 (configuration not stated)	0.3	-2	-0.9	5	0.0	0.7	-7	2	-2.7
CCCCC(CC)C(=O)Nc1ccc(S(=O)(=O)Nc2nccs2)cc1 (configuration not stated)	-0.9	0	-0.8	5	-0.6	0.9	-7	2	-3.7
CCOC(=O)C1=NNC(=O)C1	0.0	-2	/	-3	0.5	-1.4	-4	-9	-1.8
Cc1nnc(SCc2nc3ccccc3nc2C)s1	1.9	0	-0.2	19	8.6	-1.8	-2	2	-0.3
Brc1ccc(-c2nc(-c3ccccc3)no2)o1	2.2	-1	-2.1	3	-0.2	-0.2	2	-1	-1.8
Cc1ccc(C)c(NC(=O)CSc2nnc(-c3ccccc3)o2)c1	-0.9	2	-0.6	-2	0.2	1.4	-3	-7	0.5
CCOc1nc(NCCN2CCOCC2)nc(Nc2ccc([N+](=O)[O-])cc2)n1	0.2	-8	1.1	11	/	-0.8	0	0	-3.5
COCCN(C(=O)COC(=O)CSc1cc(C)ccc1C)c1c(N)n(Cc2ccccc2)c(=O)[nH]c1=O	-0.7	-4	/	5	-2.4	/	-4	-6	-1.8
CCO[C@H]1OC(C(=O)N2CCN(C)CC2)=C[C@@H](c2coc3ccccc3c2=O)[C@@H]1CCCO	-0.9	-1	-2.3	-2	-1.4	-0.5	6	-8	-2.0
CCCCn1nnnc1C(c1ccc(OC)cc1)N1CCC2(CC1)C(=O)NCN2c1ccccc1 (configuration not stated)	-1.2	1	/	/	4.9	/	-2	-11	-1.2
O=C(NNC(=O)c1cccc2ccccc12)c1ccc(Cl)cc1Cl	0.6	0	/	-4	-1.0	-1.1	3	-1	-3.5
O=C(Nc1cccc(C(=O)O)c1)Nc1ccc2c(c1)OCO2	-1.6	3	6.3	1	-3.4	-0.8	-10	0	-0.7
Cc1cccn(Cc2c(Cl)cccc2Cl)c1=O	-1.9	1	-0.9	-4	1.4	/	-16	?	-2.3
Cc1sc2c(c1C)c(=O)nc1scc(CC(=O)O)n12	1.7	1	0.0	0	0.7	-0.5	5	-8	-2.9
CN(C)c1ccc(C(=O)Nc2ccc(S(=O)(=O)Nc3nccs3)cc2)cc1	1.8	4	1.4	38*	-2.6	4.8	-2	-1	-2.6
CC1(C(=O)Nc2ccc3nc[nH]c3c2)CCN1C(=O)C/C=C/c1ccccc1 (configuration not stated)	-0.4	-3	/	-2	27	/	0	-7	-4.0
COc1cc(CCN2C(=O)c3cccc4cccc(c34)C2=O)c(S(=O)(=O)NCCCO)cc1OC	-0.1	-3	-1.1	17	-1.4	0.0	-4	3	-4.3
CCOC(=O)C1CCCN(C/C=C/c2ccccc2)C1 (configuration not stated)	-3.4	2	-1.0	-7	0.2	-0.2	-12	0	0.9
COc1cc(/C=C2\CCC(C3CCCC3)C2=O)ccc1OC(C)C (configuration not stated)	2.4	3	3.2	-1	-2.0	-0.1	3	-2	-0.9
COc1cc2c(cc1OC)n(CC(=O)NC1CCCCCC1)n1c(C)cc(=O)nc21	0.2	113*	2.6	12	-0.6	-0.1	8	-5	-1.1
O=C(NNC1CC(=O)N(c2ccc(Cl)cc2)C1=O)c1ccccc1Cl (configuration not stated)	-0.1	4	-1.1	-2	/	-1.7	4	-5	-2.5
CN(C)S(=O)(=O)c1cccc(NC(=O)COC(=O)c2ccc3c(c2)OCO3)c1	0.4	4	2.0	9	/	-0.7	0	-2	1.5
O=C(Nc1ccc(Br)cc1F)C1CCCN(S(=O)(=O)c2cnc[nH]2)C1 (configuration not stated)	-0.4	2	-1.2	4	-1.2	0.3	-4	4	-1.6
CC1CCN(c2ccccc2NC(=S)NC(=O)c2ccco2)CC1	-0.1	-1	8.7	5	0.6	3.9	-6	-3	-3.0
CCOc1ccc(S(=O)(=O)N(CC(=O)N/N=C/c2ccc(-c3ccc([N+](=O)[O-])cc3)o2)c2ccccc2)cc1	23	1	2.4	4	-1.8	-0.5	28	27	-2.2
COc1cccc(CNC(=O)CCC(=O)N2Cc3cccc(OC)c3Oc3ncccc32)c1OC	2.9	-1	1.0	-5	-1.5	-0.4	0	-1	-3.8
COc1ccc(OCc2nnc(SCC(=O)NC3CCCCC3)o2)cc1	0.7	4	-1.7	8	-3.5	-0.9	-3	-7	-0.1
COc1ccc(C(=O)N2CCCC(CCC(=O)N3CCN(c4ccccn4)CC3)C2)cc1 (configuration not stated)	-1.2	2	0.3	2	-0.8	0.4	0	1	-3.6
COc1ccc(NC(=O)CCNC(=O)N2CC(=O)Nc3ccccc32)cc1OC	-0.5	-4	/	2	-0.3	/	-3	-1	1.1
Cc1ccc(-c2noc(-c3ccccc3C(=O)N3CCCC3)n2)cc1	-1.1	0	-2.0	7	-1.6	1.3	-1	-5	0.5
CC(C(=O)Nc1ccccc1Cl)N(c1ccccc1)S(C)(=O)=O (configuration not stated)	-0.6	1	-2.4	5	/	-0.1	0	-2	-5.9
CCc1ccc(S(=O)(=O)Nc2cc3c(cc2N2CCCCC2)n(C)c(=O)c(=O)n3C)cc1	-0.4	-3	-1.2	22	6.4	1.6	2	-2	-2.3
COc1cccc2cc(-c3nc4ccccc4[nH]3)c(=O)oc12	-1.5	2	1.0	31*	-3.8	-0.4	-8	-15	-1.6
CCC(C(=O)NCc1ccco1)n1nc(C)c2c(C)n(-c3ccccc3)nc2c1=O (configuration not stated)	2.6	1	-1.0	2	9.6	0.0	8	-1	-0.3
CCS(=O)(=O)N1CCCC(C(=O)Oc2ccc(Br)cc2)C1 (configuration not stated)	-0.4	3	2.9	7	-3.1	0.4	2	1	-0.9
CC1(C)Cc2ccccc2-c2nnc(-c3ccccn3)n21	-0.5	-3	0.4	-11	/	-0.2	-2	-5	-2.9
NC1=NC2(CCN(Cc3ccccc3)CC2)n2c(nc3ccccc32)N1	-0.1	-1	0.2	10	/	-0.4	3	-4	-1.6
Cc1cccc(C(=O)NCC(=O)OCC(=O)c2ccc(C)s2)c1	0.4	0	4.4	10	-1.5	-1.3	-4	-2	2.8
CCCCC(=O)NC(c1ccc([N+](=O)[O-])cc1)c1c(O)ccc2ccccc12 (configuration not stated)	-0.7	0	2.6	2	1.9	1.7	-7	-9	0.5
C#CCOC(=O)c1ccccc1C(=O)OCC#C	-0.3	2	1.4	0	-0.7	0.5	-6	-3	-1.1
Cc1ccccc1OCc1nc(-c2ccc(-n3cccc3)cc2)no1	-0.2	-2	0.5	-1	-0.4	-0.5	-12	-9	-1.0
O=C(O)c1cc(NN=Nc2ccc(Br)cc2)cc([N+](=O)[O-])c1	-0.1	-1	-1.3	31*	/	-2.2	3	6	?
O=C(Nc1cccc(C(F)(F)F)c1)c1ccco1	-3.1	1	3.7	0	-0.8	2.0	-4	-4	-1.3
COc1ccccc1C(=O)N/C(=C\c1cn(S(=O)(=O)N(C)C)c2ccccc12)C(=O)NCCN1CCOCC1	-1.3	-4	4.0	8	-1.5	-0.3	2	0	-1.7
CC(C)c1ccc(NC(=O)CSc2nc(=O)n(CCCN3CCOCC3)c3c2CCC3)cc1	-3.6	-1	0.0	-4	0.3	-0.8	-1	-6	0.8
CCc1c(SCCC(=O)O)nc2ccccc2c1C	-0.6	-6	2.6	6	/	3.4	2	-7	-4.1
CC12CCC(C)(c3nc4ccccc4nc31)C2(C)C	-3.6	2	-4.2	5	0.8	-0.9	-24	-3	1.3

# Next part.
Molecule	BoNT A protease	Mtb FBA inh	UGM FP inh	GDH-TPI counter	Mtb BioA inh	PfHsp40 rescue	BoNT-F LC inh	Anthrax LF inh2	FadD28 binding
CCC/C(=N\NC(=O)CNC(=O)/C=C/c1ccco1)c1ccccc1	-4.8	-1	-1.1	20	0.5	-0.5	-29	-26	-1.4
CC1=NC2(CCCc3c2no[n+]3[O-])N(O)C1(C)C (configuration not stated)	-0.4	1	-0.6	-9	1.0	-0.7	0	-4	-3.5
Cc1cccn2c(=O)c3cc(C(=O)NC4CCCC4)sc3nc12	/	91*	-0.6	17	0.1	-1.4	/	/	-1.1
COC(=O)[C@H](Cc1ccc(O)cc1)NC(=O)Cn1cnc(C(=O)Nc2ccc(C)c(C)c2)n1	-0.3	-2	/	-6	-0.3	-1.0	3	-6	-5.2
